HSP90 inh: HSP90 inhibitors, primary screen, cell lysate, luminescence; Rabbit reticulocyte lysate, luciferase refolding luminescence, 3 h; 0.91% of 290,000 active; Heat shock protein HSP 90 (rabbit reticulocyte lysate; luciferase refolding); inhibition, % at 5.6 µM; AID 1789, 2009;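 active = inhibition above the screen-wide mean plus 3 SD, computed separately per campaign, cut at about 16% in these data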;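 also: 0% = DMSO wells and 100% = 60 µM geldanamycin wells; inhibitors lower the luminescence because luciferase stays unfolded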
KLF5 inh: KLF5 expression inhibitors, primary screen, DLD-1 cells, luminescence; DLD-1 KLF5 promoter-luciferase reporter; inhibition, % at 5 µM; 0.23% of 290,000 active;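 active = inhibition above a per-plate limit of that plate's mean compound inhibition plus 3 SD, cut at about 60% in these data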;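 also: 0% = DMSO wells and 100% = LY294002 at 200 µM; higher means less KLF5 promoter-driven luciferase light; inactives centre near -14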
IEC-6 tox: cytotoxicity in IEC-6 intestinal epithelial cells, primary screen, cytotoxicity control for KLF5 inhibitor project, cell-based, luminescence; IEC-6 cytotoxicity, luminescence viability; inhibition, % at 5 µM; 0.78% of 290,000 active; in the data active = inhibition above about 22%;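 also: 0% = plate median of test compound wells and 100% = cytotoxic reference compound wells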
HSF1 activator: HSF-1 activators, primary screen, NIH3T3-HGL cells, MG132 stress, luminescence, single point | NIH3T3-HGL HSF-1 luciferase reporter, 8 h; 100% = twice DMSO control signal | activation, % at 9 µM | 1.7% of 300,000 active | AID 504408, 2011;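 active = mean replicate activation of at least 50% with a set share of replicates each reaching 50%; inconclusive = only one of those two conditions met; inactive = mean below 50% and too few replicates reaching it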;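 also: 0% = median of the neutral control wells and 100% = twice that signal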
HSF1 inh: HSF1 inhibitors in luciferase reporter cells, primary screen, cell-based, NIH3T3, luminescence | NIH3T3-HGL HSE-luciferase, MG132-induced, luminescence 8 h; stronger effect = lower value | activity change, negative = inhibition, % at 7.5 µM (by protocol) | 0.77% of 300,000 active | AID 2098, 2009;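 active = more than half of replicate wells show activity change below -50%, luminescence cut by over half; inconclusive = some wells, but at most half, below -50%; inactive = no replicate well below -50%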;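 also: luciferase reports HSF-1 transcriptional activity via heat shock element; 0% = median of DMSO wells and -100% = zero luminescence signal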
HDAC3 inh: HDAC3 deacetylase inhibitors, primary screen, biochemical, fluorescence, cell-free homogeneous; Histone deacetylase 3 (Homo sapiens), O15379; recombinant HDAC3, fluorogenic peptide/trypsin coupled; inhibition, % at 8.3 µM; 0.15% of 320,000 active; AID 2718, 2010; in the data active = inhibition above about 26%, passing the limit was not always enough; inconclusive = no clear call, values can overlap the other calls
Target sequence (O15379 whole entry, looked up): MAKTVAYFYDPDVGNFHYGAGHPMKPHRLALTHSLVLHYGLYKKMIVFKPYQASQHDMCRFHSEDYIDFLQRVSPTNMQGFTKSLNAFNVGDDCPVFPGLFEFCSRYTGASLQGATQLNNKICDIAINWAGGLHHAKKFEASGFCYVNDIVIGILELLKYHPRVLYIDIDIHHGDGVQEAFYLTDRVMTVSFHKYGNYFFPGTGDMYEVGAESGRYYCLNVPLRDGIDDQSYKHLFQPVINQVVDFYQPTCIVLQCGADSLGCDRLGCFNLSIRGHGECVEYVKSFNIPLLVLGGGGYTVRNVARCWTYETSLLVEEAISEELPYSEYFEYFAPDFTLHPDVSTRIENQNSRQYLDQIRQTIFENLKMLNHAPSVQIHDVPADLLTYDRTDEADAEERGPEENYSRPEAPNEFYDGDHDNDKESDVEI
HIF activator: HIF pathway transcriptional activators, primary screen, cell-based, U2OS HRE-luciferase, luminescence | U2OS HRE-luciferase reporter; normalized: DMSO 0%, desferrioxamine 100% | activation, % at 7.5 µM (by protocol) | 0.32% of 300,000 active;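 active = mean activation of at least 10% of the iron chelator positive control signal, with at least half of replicates also reaching 10%; inconclusive = mean and replicate majority disagree about reaching 10%; inactive = mean and most replicates under 10%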
Platelet DG rel: inhibitors of platelet dense granule secretion, primary screen, cell-based, MLPCN, human platelets; human platelet-rich plasma, SFLLRN dense granule ATP release, luminescence; inhibition, %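 (compounds screened at 7.5 µM in platelet-rich plasma)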; 0.22% of 300,000 active; AID 1663, 2009;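 active = mean replicate score, as percent of positive control, at or above 50; inconclusive = mean below 50 but at least one replicate at or above 50; inactive = mean and every replicate below 50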
aSyn UTR inh: MLPCN primary screen, SNCA 5' untranslated region. alpha-synuclein 5'UTR reporter, inhibitor activity. inhibition, % (tested at 7.5 µM). 0.82% of 300,000 active. AID 1813, 2009; in the data active = inhibition above about 60%; inconclusive = no clear call, values can overlap the other calls;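 also: H4 neuroglioblastoma cells stably carrying SNCA 5'UTR luciferase fusion; 0% = DMSO wells and 100% = positive control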
AI-2 QS modul: Vibrio harveyi AI-2 quorum sensing modulators, primary screen, JMH597 strain, luminescence/OD600 ratio. Vibrio harveyi JMH597 AI-2 luminescence/OD600 ratio, 9 h; stronger effect = lower value; strain lacks LuxN and CqsS sensors; 0 = neutral-control median. activity change, % at 7.5 µM. 0.4% of 300,000 active; in the data active = activity change below about -75%, passing the limit was not always enough; inconclusive = no clear call, values can overlap the other calls;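 also: luminescence divided by OD600 gain over 9 h not by final OD600 alone; inactives centre near 13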
Active calls of the source: *; u = inconclusive; x = not tested or not shown.

Below each compound: HSP90 inh	KLF5 inh	IEC-6 tox	HSF1 activator	HSF1 inh	HDAC3 inh	HIF activator	Platelet DG rel	aSyn UTR inh	AI-2 QS modul
1	O=S(=O)(c1ccc2c(c1)OCCO2)N1CCC(n2nnc3cc(C(F)(F)F)ccc32)CC1
 : -3	-16	6	5	4	-8	-0.2	-1	13	14
2	C=CCNC(=O)c1ccc2c(c1)nnn2C
 : -2	-45	-8	9	10	2	0.3	1	2	32
3	COc1ccc(OC)c(C2NC(=S)NC3=C2N2CCC3CC2)c1 (stereo unspecified)
 : 3	-39	4	-3	0	-1	-0.7	3	8	10
4	CC(=O)OCC1OC(Sc2cccc3cccnc23)C(OC(C)=O)C(OC(C)=O)C1OC(C)=O (stereo unspecified)
 : -2	-22	-1	-2	4	-19	-0.8	4	23	36
5	CC(C)CN(C(=O)COC(=O)Cc1c[nH]c2ccccc12)C1CCS(=O)(=O)C1 (stereo unspecified)
 : -4	-7	-5	-15	-2	0	-0.5	1	13	12
6	CC(=O)N/C(=C/c1ccc2c(c1)OCO2)C(=O)Nc1ccccc1
 : -7	-74	0	0	3	2	0.3	10	-11	11
7	Fc1cccc(Cc2noc(CN3CCCCC3CCc3ccccn3)n2)c1 (stereo unspecified)
 : 2	-41	-2	8	-2	-1	-0.1	-5	29	-12
8	Nc1ccc(-c2c3ccc(=O)cc-3oc3cc(O)ccc23)cc1C(=O)O
 : -1	-33	-11	-10	3	11	0.7	-4	9	-3
9	O=C(NCc1ccco1)c1ccc2c(c1)C(=O)c1ccccc1-2
 : 1	-40	2	27	11	-1	1.3	11	-77	6
10	Cc1ccc(N=C2N=C(N)c3ccccc32)c(C)c1
 : -3	-5	0	27	-14	u	-1.0	x	-5	13
11	Cc1sc2ncnc(NCCc3ccc(S(N)(=O)=O)cc3)c2c1C
 : -2	-41	18	-61	-51*	-3	0.8	1	4	11
12	O=C(NCC1(N2CCOCC2)CCCCC1)c1ccc(S(=O)(=O)Nc2ccccc2F)cc1
 : -4	3	5	-3	-4	2	0.2	9	12	32
13	CC(=O)N(Cc1cc2cc(C)ccc2[nH]c1=O)c1cccc(C)c1C
 : -4	-14	4	5	4	1	-1.9	1	-12	29
14	Cc1nn(C)cc1CN1CCCC(C(=O)c2ccc(-c3ccccc3)cc2)C1 (stereo unspecified)
 : 4	13	6	-6	-9	8	-0.1	5	19	-8
15	CO/N=C/NC(=O)NOCc1ccc(Cl)cc1Cl
 : 9	13	5	11	4	1	-0.3	u	11	-2
16	CC(C)(C)C(=O)COC(=O)c1ccccc1O
 : 7	-21	6	-38	-16	-7	-1.5	-2	0	7
17	O=C(c1cccnc1)N1CCN(Cc2ccc3ccccc3c2)CC1
 : -2	-3	-10	-3	1	10	2.1	1	6	6
18	O=C1CC(/C=C/c2ccncc2)=Nc2ccccc2N1
 : 1	-19	5	30	0	0	0.3	-6	-65	9
19	CCSc1nc(CC)c2c(c1C#N)CCCC2
 : 0	-15	2	2	-6	-1	0.7	-9	15	16
20	CCOC(=O)c1[nH]c(CN2CCN(c3ccc(OC)cc3)CC2)c(C(=O)OCC)c1C
 : -1	-18	0	19	7	6	0.5	11	25	1
21	Cc1ccnc(NC(=S)NC(=O)/C=C/c2ccccc2)c1
 : -1	-20	4	42	26	-5	2.7	3	-68	9
22	O=C(Nc1ccnn1C1CCN(C(=O)c2ccc(Cl)cc2)CC1)C1CC1
 : -5	-23	0	0	-2	-1	-0.6	-1	-1	11
23	COc1ccc(NS(=O)(=O)c2ccc3c(c2)n(C)c(=O)n3C)cc1
 : 0	-14	1	-3	-5	2	-0.1	-4	9	25
24	CCOc1ccc(-c2nnn(CC(=O)NCc3ccccc3)n2)cc1
 : 2	7	9	16	2	8	1.0	-3	10	10
25	CCOC(=O)C1=C(C)N=C2SCCC(=O)N2[C@@H]1/C=C/c1ccccc1
 : 3	-10	-4	-3	20	12	-0.1	3	-16	-7
26	Nc1ccc(-c2cnc(-c3ccc(N)cc3)nc2)cc1
 : 21*	-59	6	14	17	14	0.8	-2	-34	9
27	COc1ccc(OC)c(S(=O)(=O)Nc2ccc3oc(C)c(C(C)=O)c3c2)c1
 : 1	-17	7	0	1	0	-0.9	-16	15	23
28	CCCCn1c2ccc(F)cc2c2nnc(SCCN3CCCCC3)nc21
 : 4	-34	0	-5	0	x	-0.7	-3	-10	14
29	CC(C)c1ccc(NC(=O)[C@H](NC(=O)[C@@H]2Cc3ccccc3CN2)c2ccccc2)cc1
 : 1	-7	1	-20	-4	17	-1.3	-1	-28	-8
30	Cc1ccc(S(=O)(=O)Cn2nnnc2C(C(C)C)N2CCC(C(N)=O)CC2)cc1 (stereo unspecified)
 : 4	-36	0	-20	-11	2	-0.1	-2	7	16
31	COc1ccc(CNC(=O)C[C@H]2C(=O)N(C3CCCCC3)C[C@@H]2Cc2ccccc2)cc1
 : -2	-26	1	-3	0	1	0.2	2	5	4
32	CCOC(=O)c1cc(-c2cccs2)nc2onc(C)c12
 : 1	4	0	28	-3	-11	-9.5	4	-19	-1
33	CC1Cc2ccccc2N1C(=O)COC(=O)c1c2c(nc3ccccc13)CCCCC2 (stereo unspecified)
 : 2	4	5	-21	-25	11	0.1	3	-7	21
34	CC(Sc1nc(=O)cc(N)n1CCc1ccccc1)C(=O)NCc1ccccc1 (stereo unspecified)
 : -3	-6	-6	11	3	8	-0.9	4	2	12
35	CSCC[C@H](NC(=O)Nc1ccc(S(N)(=O)=O)cc1)C(=O)O
 : 2	-16	-2	-2	5	2	0.4	-2	-3	-4
36	CCn1c(SCC(=O)NCCc2ccccc2)nnc1-c1ccco1
 : 0	-10	2	-19	-3	-10	0.2	4	-4	21
37	CCOCCCNC(=O)C(NC(=O)CNC(=O)c1ccccc1)c1ccc(OC)cc1 (stereo unspecified)
 : -8	-25	-7	7	-2	8	-1.3	7	3	25
38	C=CCN(CC=C)CCOc1cc(C)ccc1[N+](=O)[O-]
 : 3	-15	0	4	-3	u	0.0	-1	-18	15
39	Cc1ccc(S(=O)(=O)/N=C(\c2ccc(Cl)cc2)N2CCOCC2)cc1
 : -5	-10	0	12	1	3	-0.4	-1	19	17
40	COCCCN(CCCN)Cc1ccco1
 : 4	-23	-2	-4	-1	3	-0.1	15	8	20
41	Cc1cc(O)ccc1N/C=C/c1onc(C)c1[N+](=O)[O-]
 : -6	-10	-5	1	1	16	1.1	17	-110	23
42	C/C(=N\NC(=O)COc1ccc(C(C)(C)C)cc1)c1cc2ccccc2o1
 : 1	-1	0	14	8	1	0.4	3	-109	25
43	O=c1c(C(c2ccccc2)c2c(O)nc3n(c2=O)CCCS3)c(O)nc2n1CCCS2
 : -1	4	3	6	-1	-1	-0.2	3	8	-22
44	CC(NC(=O)C(=S)N1CCN(C)CC1)c1ccccc1 (stereo unspecified)
 : 3	-15	0	-3	1	3	-0.3	8	6	17
45	COc1cccc(NC(=O)Nc2cccs2)c1
 : 1	-15	-3	14	9	1	2.7	16	-80	-2
46	O=C(CC1CCCC1)Nc1ccc2c(c1)CCC2
 : -3	-75	-5	25	21	0	2.5	12	-112	8
47	OC(c1ccccc1)(c1ccccc1)C1CCN(C(=S)NCCc2ccccc2)CC1
 : 1	12	-3	-1	-1	6	-0.3	8	4	36
48	COC(=O)c1ccc(N=Nc2c(C)[nH]n(-c3ccccc3)c2=O)cc1
 : 26*	-17	5	-4	-6	3	-0.3	4	25	5
49	Cc1n[nH]c(C)c1S(=O)(=O)N1CCCC(C(=O)N2CCN(c3ccc(Cl)cc3)CC2)C1 (stereo unspecified)
 : -3	20	1	x	x	-4	x	x	x	x
50	COc1cccc(NC(=O)c2ccc(N3C(=O)C4CCC(C)CC4C3=O)cc2)c1 (stereo unspecified)
 : -4	-21	2	-15	-5	-1	-0.2	7	6	23
51	CC(C)(CC(=O)O)CC(=O)N1CCCN(c2nccc(C(F)(F)F)n2)CC1
 : -2	-3	6	3	0	-7	-52	-8	9	40
52	Cc1ccc(NC2c3ncccc3C(=O)N2Cc2ccco2)c(C)c1 (stereo unspecified)
 : 1	-26	2	-2	-2	-4	-0.1	-3	24	19
53	CC1CCN(c2nc(N3CCCCC3)nc(N3CCCCC3)n2)CC1
 : -1	-36	-5	0	-2	-7	-1.3	15	-6	12
54	COC(=O)CCCC1=CC2=CC(=O)C(C)(OC(=O)CCc3ccccc3)C(=O)C2=CO1 (stereo unspecified)
 : x	x	x	-9	2	5	-0.4	-3	11	33
55	CCCCNC(=O)C1(O)c2cc(Br)ccc2NC(=O)N1c1cccc(OC)c1 (stereo unspecified)
 : -3	9	-1	15	-7	4	-1.5	5	1	16
56	CCCC(C)C(=O)OCC(=O)Nc1ccc(Br)cc1 (stereo unspecified)
 : -1	4	13	-3	-13	6	-1.1	4	-37	-39
57	CCN(CC)S(=O)(=O)c1ccc(N2CCCC2)c(NC(=O)C2=COCCO2)c1
 : x	x	x	-9	1	3	1.8	12	6	5
58	CCn1c(=O)c2c3c(sc2n2c(SCc4ccc(F)cc4)nnc12)CCCC3
 : x	x	x	-21	-3	1	-0.2	8	-5	7
59	CCN(CC)CCN=C1CCCc2ccccc2N1
 : 0	-2	3	-6	-7	3	-0.1	0	4	21
60	COc1ccccc1CNC(=O)C1(c2ccc(Cl)cc2)CC1
 : 0	3	-12	3	-1	9	-0.2	-6	10	8

The list continues:
Below each compound: HSP90 inh	KLF5 inh	IEC-6 tox	HSF1 activator	HSF1 inh	HDAC3 inh	HIF activator	Platelet DG rel	aSyn UTR inh	AI-2 QS modul
61	COc1ccc(C(=O)N2CCCCC2)cc1S(=O)(=O)Nc1cccc(C(=O)O)c1
 : -1	-2	3	12	-4	4	0.0	-4	16	9
62	N#Cc1ccc(/C=N/NC(=O)c2cc(-c3cccs3)nc3ccccc23)cc1
 : 2	8	8	60*	31	5	2.6	-10	-28	28
63	CN(Cc1ccon1)C(=O)C1CCC(=O)N(CCc2ccc(Cl)cc2)C1 (stereo unspecified)
 : 2	5	-4	10	6	x	-1.3	-5	1	13
64	O=C(NCc1ccco1)/C(=C\c1ccco1)NC(=O)c1ccccc1Cl
 : -2	-16	-1	-6	-7	3	-1.7	-11	0	0
65	Oc1ccc(/C=N/Nc2nccnc2Cl)c(O)c1
 : 2	-13	-3	-7	2	9	2.2	135*	88*	29
66	CCc1nnc(NC(=O)CSc2nc3ccccc3o2)s1
 : 3	-23	2	12	14	0	-0.5	0	-1	16
67	Cc1ccc(C(=O)OCC(=O)N2C(C)CCCC2C)cc1S(=O)(=O)N1CCOCC1 (stereo unspecified)
 : x	x	x	-3	2	2	-0.2	-8	-9	20
68	C/C(=N\OCC(=O)Nn1c(C)nc2ccccc2c1=O)c1ccccc1
 : 1	-7	-5	-11	0	1	0.0	-14	12	12
69	CCCS(=O)(=O)N1CCCC(C(=O)NCCN2CCOCC2)C1 (stereo unspecified)
 : 1	12	0	-13	-12	-2	0.2	-2	-1	16

Compound activity from PubChem.
